High-throughput results from PubChem.
POLK inh = inhibitors of human DNA polymerase kappa. Q9UBT6. purified Pol kappa, fluorescent DNA synthesis assay, 10 min. Potency, µM (series often up to 107 µM), for the others: top-dose activity, negative = inhibition, hits mostly inhibitors. actives 0.53% (n = 400,000). AID 588579; further: on the % scale 0 is the no-effect control and ±100 the full control effect
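Fluorescent qHTS in 1536-well format: enzyme (10 nM) and compound sat 15 min at room temperature before 50 nM substrate (final) was added. Signal taken at 0 and 10 min; no-enzyme buffer wells were negative controls.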
POLB inh = blocks human DNA polymerase beta activity. P06746. Pol beta primer extension/strand displacement, fluorescence kinetic. Potency, µM (highest dose often 114 µM), for the others: top-dose activity change, negative = inhibition, most hits filed as inhibitors. actives 1.3% (n = 340,000); further: on the % scale 0 is the no-effect control and ±100 the full control effect
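Pol beta (10 nM) was preincubated with compound for 15 min at room temperature. The reaction was then started with 50 nM substrate and read immediately and after a further 10 min at room temperature.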
BAZ2B block = blocks human BAZ2B; AlphaScreen BAZ2B-H3K14Ac peptide displacement; Potency, µM (series often up to 114 µM), inactives show top-dose activity change, negative = inhibition, hits mostly inhibitors; actives 4.4% (n = 360,000); further: on the % scale 0 is the no-effect control and ±100 the full control effect; nearly all actives have a fitted effect of over 60% in size
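BAZ2B 50 nM plus b-H3(5-23)K14Ac 50 nM, PBS pH 7.4/0.01% Tween-20, 30 min RT; compound added (max 110 uM), 30 min RT; streptavidin donor/Ni-chelate acceptor beads 10 ug/mL final, 20 min dark; AlphaScreen read.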
Pol iota inh = blocks human DNA polymerase iota activity. actives 1% (n = 390,000). Pol iota fluorescent replication assay, 10 min. Q9UNA4. Potency, µM (series often up to 115 µM), without a hit: top-dose activity, negative = inhibition, usual class: inhibitors. AID 588590
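Pol iota at 10 nM preincubated 15 min with compounds at room temperature; reaction started with fluorescent substrate, 50 nM final. Fluorescence read kinetically at 0 and 10 min; buffer-only wells as negative control.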
APE1 inh = inhibitors of human APE1 endonuclease | Potency, µM (doses to about 65.8 µM), without a hit: top-dose activity change, negative = inhibition, actives largely listed as inhibitors | actives 0.35% (n = 350,000) | recombinant APE1, TAMRA/BHQ-2 abasic DNA cleavage fluorescence | P27695 | AID 2517;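 further: plate controls were vehicle for no effect and reference inhibitor for full effect; nearly all actives have a fitted effect of over 55% in size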
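Step 1: APE1 (0.75 nM) with compound, 15 min RT. Step 2: add 50 nM fluorophore/quencher THF duplex. Step 3: three fluorescence reads 60 s apart (525/598 nm); read 3 minus read 1 = reaction progress.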
POLH inh = blocks human DNA polymerase eta activity; actives 1.2% (n = 390,000); Q9Y253; Potency, µM (series often up to 114 µM), for the others: at the top dose activity change, negative = inhibition, usual class: inhibitors; recombinant Pol eta, fluorescent DNA replication assay; further: on the % scale 0 is the no-effect control and ±100 the full control effect
Target sequence (Q9Y253 whole entry, looked up): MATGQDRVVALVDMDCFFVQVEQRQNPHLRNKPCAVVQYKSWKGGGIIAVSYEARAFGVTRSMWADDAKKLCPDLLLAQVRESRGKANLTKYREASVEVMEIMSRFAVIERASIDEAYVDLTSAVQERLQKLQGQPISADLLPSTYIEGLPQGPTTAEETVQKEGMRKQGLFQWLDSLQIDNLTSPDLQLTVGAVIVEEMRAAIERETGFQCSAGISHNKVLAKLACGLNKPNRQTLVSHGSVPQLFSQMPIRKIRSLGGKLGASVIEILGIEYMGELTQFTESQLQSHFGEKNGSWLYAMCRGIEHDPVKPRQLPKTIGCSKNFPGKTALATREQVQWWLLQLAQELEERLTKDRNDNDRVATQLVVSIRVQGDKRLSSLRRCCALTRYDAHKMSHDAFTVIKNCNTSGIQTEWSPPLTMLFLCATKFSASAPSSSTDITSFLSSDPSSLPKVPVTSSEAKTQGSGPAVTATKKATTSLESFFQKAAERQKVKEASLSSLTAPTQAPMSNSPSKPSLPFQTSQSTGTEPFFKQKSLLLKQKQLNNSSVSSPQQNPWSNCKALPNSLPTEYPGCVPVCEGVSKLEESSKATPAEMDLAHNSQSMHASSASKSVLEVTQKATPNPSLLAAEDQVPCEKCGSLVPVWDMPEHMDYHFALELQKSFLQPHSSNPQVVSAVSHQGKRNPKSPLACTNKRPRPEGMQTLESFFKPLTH
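Fluorescent replication assay: 50 nM final substrate added after a 15 min room-temperature compound preincubation with 10 nM enzyme. Signal taken at 0 min and again at 10 min.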
G9a block = blocks human histone lysine methyltransferase G9a; G9a H3K9 monomethylation, AlphaScreen, 2 h; Potency, µM (series often up to 102 µM), without a hit: at the highest dose activity, negative = inhibition, usual class: inhibitors; AID 504332; Q96KQ7; actives 8.8% (n = 350,000); further: on the % scale 0 is the no-effect control and ±100 the full control effect; nearly all actives have a fitted effect of over 75% in size
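Step 1: enzyme (final 20 nM) with compound, 15 min RT. Step 2: substrate peptide 500 nM and SAM 20 uM, 2 h RT. Step 3: anti-H3K9me1 antibody and AlphaScreen beads, 10 min, then plate read.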
BLM inh = inhibitors of human Bloom syndrome helicase BLM; actives 0.2% (n = 350,000); recombinant BLM DNA unwinding, fluorescence dequenching; Potency, µM (titrated, usually from 56.1 µM), for the others: at the highest dose activity change, negative = inhibition, actives largely listed as inhibitors; P54132;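 further: plate controls were vehicle for no effect and no enzyme for full effect; nearly all actives have a fitted effect of over 35% in size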
Anesthetic bind = binds horse apoferritin like a general anesthetic; P02791; Potency, µM (highest dose often 77.5 µM), for the others: top-dose activity change, negative = displacement, most hits filed as inhibitors; AID 485281; actives 0.074% (n = 350,000); apoferritin/1-aminoanthracene competitive binding, fluorescence; further: on the % scale 0 is the no-effect control and ±100 the full control effect; nearly all actives have a fitted effect of over 20% in size
Target sequence (P02791 2-175 limits assumed): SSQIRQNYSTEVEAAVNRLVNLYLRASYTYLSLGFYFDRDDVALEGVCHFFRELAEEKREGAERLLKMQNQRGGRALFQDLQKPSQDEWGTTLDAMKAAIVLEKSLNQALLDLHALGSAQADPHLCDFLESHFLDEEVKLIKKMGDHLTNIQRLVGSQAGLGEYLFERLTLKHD
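In PBS, apoferritin at 10 uM is loaded with 1-AMA from a 50% saturated solution. After 10 min of compound exposure at ambient temperature, reduced 535 nm fluorescence indicates probe displacement.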
* hit, by the source's call; ? = inconclusive; / = no result given; [ ] = remark or other dose. The call rests on the fitted dose curve; in most records, active means well fitted curve in the direction sought with a large enough effect; inconclusive means small, poorly fitted or top-dose-only effect, or another doubt; inactive means no such curve, though single readings can be large; an effect the other way counts as inactive or inconclusive. Potency means the concentration at half of the fitted maximal effect. Only part of the results is shown; the hit share may differ from the screen's.

SMILES	POLK inh	POLB inh	BAZ2B block	Pol iota inh	APE1 inh	POLH inh	G9a block	BLM inh	Anesthetic bind
O=C(c1cccs1)N(Cc1ccco1)Cc1cc2ccccc2[nH]c1=O	-15%	18%	-36%	17%	0%	-7%	?	-5%	-22%
Cc1ccccc1NC(=O)Nc1nnc(CC(=O)NCc2ccccc2)s1	-7%	4%	0%	9%	-3%	2%	-13%[59 µM]	0%	1%
CCOc1c(Nc2ccc(C(C)C)cc2)c(=O)c1=O	0%	?	-3%	18%	-2%	-15%	1%	-2%	-6%
COc1cccc(NC(=O)CSc2nnc(Cn3nnc4ccccc43)n2C)c1	-3%	4%	-3%	5%	29%	-2%	1%[59 µM]	-14%	3%
Cc1ccc(C(C)C)cc1OCC(=O)NNC(=O)Nc1ccccc1	8%	0%	7%	-2%	3%	-15%	79µM*	-12%	-2%
Cc1cccc2nc(CNC(=O)CC3C(=O)NCCN3Cc3cccc(F)c3)cn12 (stereo unspecified)	-22%	0%	-13%	-23%	-17%	-9%	-9%[0.501 µM]	-1%	-5%
CCOc1ccccc1NC(=O)COC(=O)c1c(CC)noc1C	-14%	/	10%	-13%	-8%	-15%	-27%	/	/
CC(=O)Nc1ccccc1NC(=O)C/C(C)=N/NC(=O)C(=O)N1CCCCC1	-4%	21%	-11%	34%[activator]	0%	5%	-10%	0%	-4%
COc1ccc(-c2csc(NS(=O)(=O)c3ccc([N+](=O)[O-])cc3)n2)cc1	-8%	1%	35µM*	119%[activator]	10%	-13%	?	3%	0%
CSCCC(NC(=O)c1ccccc1Br)C(=O)NCC1CCCCC1 (stereo unspecified)	-13%	-3%	-1%	-8%	-1%	-5%	1%	1%	0%
O=C(OCC(F)(F)C(F)F)c1ccccc1C(=O)Oc1ccc(F)cc1F	-16%	-1%	49%[activator]	21%	?	-12%	89%[activator]	3%	-20%
COc1ccccc1N1CCN(S(=O)(=O)c2c(C)sc3ncn(CC(=O)Nc4ccc(C)cc4Br)c(=O)c23)CC1	-5%	20%	3%	-3%	/	-15%	-1%[59 µM]	0%	4%
O=C1CCCCN1CCc1c[nH]c2ccccc12	7%	-1%	11%	1%	-1%	-7%	6%[59 µM]	2%	-15%
Cc1ccccc1NC(=O)c1snc2c(=O)[nH]cnc12	/	32%	-8%	/	?	/	-2%	0%	-7%
CCOc1cc(OCC)cc(C(=O)Nc2cccc(C(C)=O)c2)c1	-3%	32%	0%	12%	4%	-10%	-48%[59 µM]	2%	8%
CC1CCCC(C)N1C(=O)COc1ccc(F)cc1 (stereo unspecified)	-16%	25%	-3%	111%[activator]	3%	-15%	14%[12.7 µM]	-1%	?
COc1ccc(CNC[C@@H](CCCCN(C)Cc2ccc(OC)cc2)N2C[C@H](c3ccccc3)N(CCc3ccc(Cl)c(Cl)c3)C(=O)C2=O)cc1	9%	1%	?	-28%	-2%	-18%	?	1%	?
COCCN(C(=O)CSc1n[nH]c(-c2ccc(OC)cc2)n1)c1c(N)n(Cc2ccccc2)c(=O)[nH]c1=O	-13%	/	-5%	17%	-15%	-1%	?	/	/
COc1ccc([N+](=O)[O-])c(OC)c1C(=O)NC(=O)Nc1c(F)c(F)c(F)c(F)c1F	11%	3%	0%	24%	-12%	-17%	19%	-4%	-8%
Cc1nc(N2CCN(c3ccccn3)CC2)c2c(C)c(C(=O)Nc3ccc(F)cc3F)sc2n1	5%	-16%	14%	78%[activator]	14%	-17%	134%[activator][59 µM]	-8%	-9%
CC(NC(=O)c1cc2ccccn2n1)c1ccccc1 (stereo unspecified)	-10%	3%	4%	27%	/	-12%	9%[59 µM]	0%	-14%
Cc1nn(CC(=O)Nc2ccc3c(c2)OCO3)c(C)c1[N+](=O)[O-]	-3%	-19%	-10%	-7%	3%	7%	30%	-2%	-11%
O=C(O)CCc1nnc2n(Cc3ccc(F)cc3)c(=O)c3ccccc3n12	-20%	3%	-4%	-5%	-3%	-8%	-42%	-3%	-3%
C=CCn1c(SCC(=O)NC2CCS(=O)(=O)C2)nnc1-c1cc2c(s1)CCC(CC)C2 (stereo unspecified)	-14%	?	-1%	146%[activator]	0%	-13%	-44%	-3%	-10%
COC(=O)c1ccc2c(c1)c(-c1ccccc1)c(-c1ccccc1)n2C	12%	/	/	-1%	9%	-19%	/	/	/

Part of the list above in order of molar mass, lowest first.
SMILES	POLK inh	POLB inh	BAZ2B block	Pol iota inh	APE1 inh	POLH inh	G9a block	BLM inh	Anesthetic bind
CCOc1c(Nc2ccc(C(C)C)cc2)c(=O)c1=O	0%	?	-3%	18%	-2%	-15%	1%	-2%	-6%
Cc1ccccc1NC(=O)c1snc2c(=O)[nH]cnc12	/	32%	-8%	/	?	/	-2%	0%	-7%
Cc1nn(CC(=O)Nc2ccc3c(c2)OCO3)c(C)c1[N+](=O)[O-]	-3%	-19%	-10%	-7%	3%	7%	30%	-2%	-11%
O=C(OCC(F)(F)C(F)F)c1ccccc1C(=O)Oc1ccc(F)cc1F	-16%	-1%	49%[activator]	21%	?	-12%	89%[activator]	3%	-20%
COc1ccccc1N1CCN(S(=O)(=O)c2c(C)sc3ncn(CC(=O)Nc4ccc(C)cc4Br)c(=O)c23)CC1	-5%	20%	3%	-3%	/	-15%	-1%[59 µM]	0%	4%

(continued)
SMILES	POLK inh	POLB inh	BAZ2B block	Pol iota inh	APE1 inh	POLH inh	G9a block	BLM inh	Anesthetic bind
O=S(=O)(c1ccc2ccccc2c1)N1CCN(c2ccc(O)cc2)CC1	-23%	/	/	-2%	-14%	-23%	/	/	/
Cc1nn(C2CCS(=O)(=O)C2)c(Cl)c1/C=C/C(=O)OCC(=O)N(C)C (stereo unspecified)	-12%	17%	-8%	35%[activator]	1%	4%	-2%	1%	0%
CC(C)(C)C(=O)CSc1ncnc2sc3c(c12)CCC3	-11%	?	36%[activator]	7%	-6%	?	5%	1%	-12%
C[C@@H]1C(=O)OC2C[C@@]34[C@H]5C[C@@H](C(C)(C)C)[C@@]36C(O)C(=O)O[C@H]6O[C@@]4(C(=O)O5)[C@]21O (stereo partly specified)	-2%[60.1 µM]	/	/	/	2%	/	29%[59 µM]	-2%	3%
NS(=O)(=O)c1ccc(NC(=O)C2CCCN(S(=O)(=O)c3ccc(F)cc3)C2)cc1 (stereo unspecified)	-4%	6%	-9%	17%	-1%	3%	99%[activator][59 µM]	-3%	-12%
CCc1cccc2c(C(=O)CSc3nncn3-c3ccc(OC)cc3)c[nH]c12	-2%	-2%	-14%	17%	-6%	-19%	-42%[59 µM]	-2%	-10%
O=C(N1CCOCC1)N(CCN1CCOCC1)Cc1cccc2ccccc12	-5%	2%	9%	3%	2%	-15%	-2%[12.7 µM]	1%	-9%
CN(C(=O)CSc1nccc(=O)[nH]1)C1CCCCC1	-23%	/	/	35%[activator]	8%	-3%	/	/	/
CC1Cc2nc(SCC(=O)NCC3CCCO3)n(C)c(=O)c2S1 (stereo unspecified)	-6%	30%	-11%	5%	-10%	?	/	-10%	-7%
Cc1c(C(=O)Nc2ccccc2)sc2nc(-c3ccccc3)cn12	-14%	4%	-5%	5%	-6%	4%	?	0%	-8%
CCc1cccc(NC(=O)Cn2ncc3c([nH]c4ccc(C)cc43)c2=O)c1	0%	23%	9%[57.1 µM]	20%	/	-22%	-4%[59 µM]	-6%	-1%
CN1C(=O)c2cccc3c(S(=O)(=O)NCCc4ccccc4)ccc1c23	-19%	-18%	41%[activator]	58%[activator]	14%	-12%	31%	0%	225%[activator]
COc1ccc(OC)c(/C=N/NC(=O)CCc2ccc(O)c(O)c2)c1	-6%	?	-7%	-25%	4%	-19%	-41%[59 µM]	-6%	44%[activator]
COc1ccc(C(=O)C[n+]2cccc3cc(OC)ccc32)cc1	-4%	13%	2%	143%[activator]	-1%	-9%	16%	-11%	-2%
C=CCn1c(SCc2cc(=O)n3ccsc3n2)nc2ccccc2c1=O	-21%	?	?	-18%	-1%	19%	2%	-4%	-2%
Cc1ccc(OCCNC(=O)/C=C/c2ccccc2)cc1C	-2%	3%	4%	-1%	3%	-23%	12%	-12%	?
Cc1cc(C(=O)OCC(=O)NCCN2C(=O)CSC2=O)ccc1[N+](=O)[O-]	-17%	/	/	-8%	14%	-9%	/	/	/
Cc1c(NC(=O)C(C)OC(=O)c2cccc(S(=O)(=O)N3CCOCC3)c2)c(=O)n(-c2ccccc2)n1C (stereo unspecified)	0%	-28%	3%	18%	2%	-7%	20%[59 µM]	-2%	-1%
CCOc1ccc(NC(=S)N(CCc2c(C)[nH]c3ccc(C)cc23)Cc2cccnc2)cc1	-9%	6%	?	-9%	-6%	-10%	?	-6%	-12%
COc1ccccc1N1CCN(C(c2ccc(N(C)C)cc2)c2nnnn2CCc2ccccc2)CC1 (stereo unspecified)	7%	4%	25µM*	-9%	1%	-14%	2µM*	-3%	-4%
CCC12CN(C(=O)c3ccc(OC)cc3)CC(CC)(CN(C(=O)c3ccc(OC)cc3)C1)C2=O	5%	17%	-3%	21%	-10%	-8%	-8%	-2%	-11%
CCCCc1cc(=O)oc2cc(C)cc(OCC(=O)NCc3ccncc3)c12	20%	-12%	-11%[57.1 µM]	38%[activator]	63%	-7%	47%	5%	0%
CSc1nc2nc3c(c(=O)n2[nH]1)CCCC3	-8%	0%	10%	1%	3%	-19%	-6%[59 µM]	-2%	5%
Cc1ccc(NC(=O)C(C)OC(=O)Cc2c[nH]c3ccccc23)cc1S(=O)(=O)N1CCOCC1 (stereo unspecified)	-11%	/	-35%	-13%	29%	-17%	35µM*	/	/
CC1Cc2cc(/C(O)=C3/C(=O)C(=O)N(CCCN(C)C)C3c3ccncc3)ccc2O1 (stereo unspecified)	-1%	0%	9%	17%	1%	-18%	-6%[12.7 µM]	-1%	-10%
Cc1nc(-c2ccc(Cl)cc2)sc1CCNC(=O)c1ccc(C(F)(F)F)cc1	3%[60.1 µM]	18%	-2%	?	/	-4%	10%[59 µM]	-1%	-5%
COc1ccc(OC)c(NC(=O)c2ccc3c(c2)C(=O)N(c2ccc(OC(C)=O)cc2)C3=O)c1	-21%	4%	-15%	10%	-14%	-19%	-8%	-7%	-13%
